Screening results from PubChem.
hIAP inh: blocks human intestinal alkaline phosphatase; P09923; purified IAP, CDP-Star luminescence, 30 min; inhibition, % at 10 µM; 0.12% of 330,000 active; AID 2544;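 active means inhibition reaching a set limit with compound at 10 µM in the primary screen, cut at about 35% in these data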;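 further: plate controls were DMSO wells with enzyme for no effect and no-enzyme buffer wells for full effect; values of inactives mirror those of a sister screen read the other way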
Target sequence (P09923 whole entry, looked up): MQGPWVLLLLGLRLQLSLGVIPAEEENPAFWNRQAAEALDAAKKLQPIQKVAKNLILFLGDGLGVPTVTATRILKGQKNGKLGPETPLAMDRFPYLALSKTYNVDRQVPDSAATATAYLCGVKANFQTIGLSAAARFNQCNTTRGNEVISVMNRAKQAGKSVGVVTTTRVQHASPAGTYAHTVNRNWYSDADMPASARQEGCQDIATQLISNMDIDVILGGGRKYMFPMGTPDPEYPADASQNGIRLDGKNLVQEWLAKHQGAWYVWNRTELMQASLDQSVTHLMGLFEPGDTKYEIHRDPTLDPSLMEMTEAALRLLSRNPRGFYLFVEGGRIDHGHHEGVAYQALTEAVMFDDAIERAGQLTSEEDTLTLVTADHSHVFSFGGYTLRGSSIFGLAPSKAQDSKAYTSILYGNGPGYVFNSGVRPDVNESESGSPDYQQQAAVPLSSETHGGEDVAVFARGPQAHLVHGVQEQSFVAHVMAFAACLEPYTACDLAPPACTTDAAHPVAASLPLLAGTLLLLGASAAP
NR3A LBD binder: modulators (binders) of human NR3A ligand-binding domain; NR3A LBD differential scanning fluorimetry, Tm shift; 0% = protein alone, 100% = glycine-bound protein; Tm shift relative to glycine control, % at 25 µM; 2.5% of 340,000 active; AID 1259313;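 active means melting temperature shift of at least 10% of the positive control shift, at one fixed dose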
hIAP act: human IAP activation; P09923; purified human IAP, CDP-Star luminescence, 30 min; hits give high values; 1 = vehicle-only enzyme, 0 = enzyme-free background; activation factor at 10 µM; 0.16% of 330,000 active; AID 2524;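 active means activation factor of the enzyme at least 2-fold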; further: the source names both 10 and 20 µM as test concentration; values of inactives mirror those of a sister screen read the other way
MPTP block: blocks calcium-induced mitochondrial swelling; inhibition, % at 10 µM; AID 602449; 1.4% of 360,000 active; isolated mouse mitochondria, Ca2+ swelling absorbance, 30 min;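 active means inhibition of 50% or more, scaled per plate between neutral and stimulator controls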;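 further: 0% = DMSO wells given calcium and 100% = 1 mM EGTA wells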
A3A deaminase: human APOBEC3A DNA deaminase inhibition; P31941; recombinant A3A, FAM/TAMRA ssDNA deamination fluorescence; inhibition, % at 20 µM; 0.41% of 330,000 active; AID 493011;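 active means at least 40% inhibition at 20 µM here, with at most 30% in a related deaminase screen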;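 further: plate controls were A3A with DMSO for no effect and wells lacking A3A enzyme for full effect; some results filed as inactive read as strong as hits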
Target sequence (P31941 whole entry, looked up): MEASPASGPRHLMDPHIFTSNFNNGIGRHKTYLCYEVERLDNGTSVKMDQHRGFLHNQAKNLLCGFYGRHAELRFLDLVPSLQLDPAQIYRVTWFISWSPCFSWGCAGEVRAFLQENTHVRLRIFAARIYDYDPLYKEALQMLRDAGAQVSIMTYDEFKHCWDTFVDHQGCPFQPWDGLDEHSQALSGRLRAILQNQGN
A3G deaminase: inhibitors of human APOBEC3G DNA deaminase; recombinant A3G, ssDNA deamination FAM/TAMRA fluorescence; inhibition, % at 20 µM; 0.28% of 330,000 active;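 active means inhibition of at least 40% at 20 µM, with no more than 30% in the related APOBEC3A deaminase screen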;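 further: plate controls were DMSO wells with A3G for no effect and wells lacking A3G enzyme for full effect; some compounds called inactive have numbers as strong as hits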
Target sequence (Q9HC16 whole entry, looked up): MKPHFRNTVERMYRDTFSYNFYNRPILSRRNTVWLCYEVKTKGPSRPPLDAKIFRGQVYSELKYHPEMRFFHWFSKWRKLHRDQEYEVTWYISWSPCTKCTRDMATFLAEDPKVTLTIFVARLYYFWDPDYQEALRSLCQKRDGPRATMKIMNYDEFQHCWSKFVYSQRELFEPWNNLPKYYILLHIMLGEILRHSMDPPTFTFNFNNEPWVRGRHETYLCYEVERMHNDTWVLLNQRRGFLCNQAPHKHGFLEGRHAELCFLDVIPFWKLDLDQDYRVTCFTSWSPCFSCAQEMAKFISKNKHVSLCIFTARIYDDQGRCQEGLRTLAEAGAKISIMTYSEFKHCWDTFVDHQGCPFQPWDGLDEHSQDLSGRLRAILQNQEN
mIAP inh: blocks mouse intestinal alkaline phosphatase. inhibition, % at 10 µM. purified mouse IAP, CDP-Star luminescence, 30 min. 0.2% of 330,000 active;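 active means inhibition of at least 40% at 10 µM in the primary screen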;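 further: plate controls were DMSO with enzyme for no effect and no enzyme wells for full effect; values of inactives mirror those of a sister screen read the other way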
mIAP act: mouse IAP activation; muIAP, CDP-Star luminescence, 30 min; hits give high values; 1 = vehicle-only enzyme signal, 0 = enzyme-free wells; activation factor at 10 µM; 0.24% of 330,000 active;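 active means activation factor of at least 2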; further: the source names both 10 and 20 µM as test concentration; values of inactives mirror those of a sister screen read the other way
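Assay system: mouse IAP enzyme; Reagent: CDP-Star chemiluminescent phosphatase substrate; Compound: DMSO-dissolved test compounds; Incubation: 30 min, room temperature; Technique: luminescence from enzymatic CDP-Star hydrolysis; Controls: DMSO-only wells and no-enzyme negative control.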
MIN6 prolif: induces beta-cell replication in MIN6 cells; proliferation, % at 10 µM; MIN6 cells proliferation, ATPlite luminescence, 48 h; cells starved in 0.2% serum; 100% = growth in 10% serum; 0.29% of 330,000 active; AID 2380;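 active means compounds whose signal lies at least 3.5 SD above the mean of all wells on their plate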;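 further: 0% = DMSO-treated cells in low-serum medium and 100% = 10% serum control; some compounds called inactive have numbers as strong as hits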
An asterisk follows results filed as active.

SMILES	hIAP inh	NR3A LBD binder	hIAP act	MPTP block	A3A deaminase	A3G deaminase	mIAP inh	mIAP act	MIN6 prolif
CC1CCCCC1NC(=O)c1cc(S(=O)(=O)N2CCCCC2)ccc1N1CCOCC1 (stereo unspecified)	-9	0	1.1	-0.9	2	-3	-6	1.1	3
O=C(Oc1cccnc1)c1ccc(Cl)cc1	-2	1	1	2.2	0	-4	12	0.88	-4
COc1cccc(-c2nnn(CC(C)=O)n2)c1	-12	-3	1.1	-1.3	53*	0	0	1	-1
NC(=O)c1sc(=S)n(-c2ccc(Br)cc2)c1N	-4	0	1	-0.7	0	-1	9	0.91	-3
O=C(CN(Cc1ccc2c(c1)OCO2)C(=O)CNS(=O)(=O)c1ccccc1)NCC1CCCO1 (stereo unspecified)	-36	0	1.4	0.2	5	0	-10	1.1	-3
CC(/C=C/c1ccc2c(c1)OCO2)=N\NC(=O)c1ccccc1	-5	-2	1.1	-1.8	2	-5	-3	1	-3
CC1CN(S(=O)(=O)c2cc(C(=O)NC(C)c3cccnc3)ccc2Cl)CC(C)O1 (stereo unspecified)	4	-1	0.96	-1.1	-7	-7	-7	1.1	3
CS(=O)(=O)N(CC(=O)Nc1ccccc1C(=O)N1CCOCC1)c1ccccc1	15	0	0.85	-0.9	-1	-7	4	0.96	0
COc1ccc(NS(=O)(=O)c2cccc(-c3nnc(-c4ccccc4)o3)c2)cc1	-5	3	1.1	-1.1	0	-5	-6	1.1	-2
CCC1(C)OC(=O)N2CCc3c(C)[nH]c4c(C)ccc(c34)C21C (stereo unspecified)	20	-6	0.81	0.0	-8	-8	-5	1.1	9
CCCc1nnc(NC(=O)c2ccc(S(=O)(=O)N(C)c3ccccc3OC)cc2)s1	6	-4	0.94	-0.3	-1	-4	4	0.96	0
CCOC(=O)N1CCC(N2CC34C=CC(O3)C(C(=O)Nc3ccc(C(C)C)cc3)C4C2=O)CC1 (stereo unspecified)	0	0	1	-1.6	-1	1	1	0.99	-4
Nc1nc(SCC(=O)N2CCc3ccccc3C2)[nH]c(=O)c1-c1ccccc1	-13	1	1.1	0.4	-5	-7	4	0.96	2
CCCC1=[N+](CC(C)=O)CCn2c(C)ccc21	10	-4	0.9	0.5	-3	-6	-5	1	-2
Cc1ccc(OCC(=O)NCCCNC(=O)c2ccc(C)nc2)cc1	-9	-1	1.1	2.1	-1	-1	-4	1	0
COCCn1c(C)nnc1SCC(=O)NNC(=O)c1ccc(Cl)cc1	-17	-2	1.2	-1.3	1	0	8	0.92	0
CCOC(=O)N1CCN(C(=O)CCCn2c(=S)[nH]c3ccccc3c2=O)CC1	-14	-3	1.1	-0.4	6	-5	-7	1.1	-3
Cc1ccc2[nH]c3c(=O)n(CC(=O)NCc4ccco4)ncc3c2c1	-2	-4	1	-0.4	5	2	9	0.91	-4
COc1ccccc1N(CC(O)Cn1nc(C)cc1C)S(=O)(=O)c1ccccc1 (stereo unspecified)	7	0	0.93	0.5	-1	-5	7	0.93	1
Cc1cc(S(=O)(=O)NCc2ccco2)c(C)s1	0	1	1	-1.4	3	3	0	1	-2
CCOC(=O)CSc1nc(-c2cccs2)nc2c1c(=O)n(C)c(=O)n2C	-6	1	1.1	2.3	-2	0	10	0.9	-2
CCn1c(SCC(=O)Nc2nonc2C)nnc1-c1ccoc1C	0	-1	0.99	-2.1	-4	-8	-4	1	-1
COc1ccccc1CCC(=O)N(Cc1ccccc1)c1c(N)n(Cc2ccccc2)c(=O)[nH]c1=O	-2	2	1	0.2	0	-2	-4	1	-2
CCS(=O)(=O)Nc1cccc(C2=NN(S(=O)(=O)CC)C(c3ccccc3)C2)c1 (stereo unspecified)	-13	-1	1.1	0.7	-3	-5	0	1	2
CC(=Nc1ccccc1)c1sc2ccccc2c1O	-1	2	1	0.1	-2	-1	0	1	-3

Single entries from above:
Under MIN6 prolif, `CC1CN(S(=O)(=O)c2cc(C(=O)NC(C)c3cccnc3)ccc2Cl)CC(C)O1` (stereo unspecified) is entered as 3
Under hIAP inh, `CCCc1nnc(NC(=O)c2ccc(S(=O)(=O)N(C)c3ccccc3OC)cc2)s1` is entered as 6

Carrying on.
SMILES	hIAP inh	NR3A LBD binder	hIAP act	MPTP block	A3A deaminase	A3G deaminase	mIAP inh	mIAP act	MIN6 prolif
CCCn1c(NC(=O)CCS(=O)(=O)c2ccc(C)cc2)nc2ccccc21	-26	0	1.3	0.3	-1	-6	-1	1	-5
Nc1nc(N)c(C=Nc2ccc(Br)cc2)c(Nc2ccc(Br)cc2)n1	9	51*	0.91	1.8	-3	-6	5	0.95	-5
CC(C)C(NC(=O)c1ccccc1NC(=O)c1ccco1)C(=O)NNC(=O)c1ccncc1 (stereo unspecified)	-11	-1	1.1	2.1	4	12	1	0.99	-1
CCN(CC)S(=O)(=O)c1ccc2oc(SCC(=O)NC3CC3)nc2c1	10	3	0.91	0.2	3	1	13	0.87	-2
CCN(CC)C(=O)CNC(=O)c1nn(-c2ccc(OC)c(Cl)c2)c(=O)c2ccccc12	13	-2	0.87	1.1	-1	-3	1	0.99	2
O=C(NC1CCCC1)c1ccc(CS(=O)Cc2ccc(Cl)cc2)o1 (stereo unspecified)	3	0	0.97	1.3	-6	-6	7	0.93	3
CCOc1ccccc1OCCCC(=O)OCC(=O)Nc1cccc(Cl)c1	3	-8	0.97	1.8	0	1	-6	1.1	-1
O=C(O)c1ccccc1C(=O)Nc1nc(-c2ccccc2)cs1	15	2	0.85	0.3	-1	-2	8	0.92	-1
CCC(=O)N1CCN(c2ccc(NC(=O)COc3cccc(C)c3C)cc2)CC1	-16	3	1.2	-0.4	-5	-11	-2	1	1
Cc1ccc(CN(C)C(=O)c2ccccc2NC(=O)c2ccccc2)o1	5	0	0.95	0.0	-1	-3	-6	1.1	0
COc1cc(/C=N/O)ccc1OCc1ccccc1Cl	-9	3	1.1	2.2	-1	-1	0	1	-3
O=C(Cc1ccc(S(=O)(=O)N2CCOCC2)s1)NCCOc1ccccc1	-19	-1	1.2	-0.8	2	-3	-3	1	-1
O=C(COC(=O)C1CCN(S(=O)(=O)c2ccc3c(c2)OCCO3)CC1)Nc1ccccc1OC(F)F	13	10*	0.87	-0.2	4	-4	4	0.96	0
Cc1nn(C2CCS(=O)(=O)C2)c2nc(C3CC3)cc(C(=O)Nc3cccc(C#N)c3)c12 (stereo unspecified)	-15	-2	1.2	0.9	0	-5	4	0.96	6
N#CCCN(C(=O)COC(=O)CNS(=O)(=O)c1ccc2ccccc2c1)c1ccccc1	-14	1	1.1	-0.2	20	3	11	0.89	-7
CC(=O)Nc1cccc(NC(=O)CN2c3cccc4cccc(c34)S2(=O)=O)c1	-3	-2	1	-0.3	2	1	2	0.98	0
Cc1ccc(C(=O)NC(=S)Nc2ccc3[nH]c(=O)[nH]c3c2)cc1C	-4	0	1	0.5	-1	-5	11	0.89	3
C[C@@H](C(=O)Nc1ccc(OC(F)F)c(Cl)c1)N1C(=O)C2CC=CCC2C1=O (stereo partly specified)	-5	-1	1	0.7	2	0	-11	1.1	1
CCOc1cc(/C=N/NC(=O)C2CCCC2)ccc1OC(C)C	15	-2	0.85	1.7	2	3	1	0.99	-2
Cc1nc2nc(C)c(NS(=O)(=O)c3ccc(C(C)(C)C)cc3)c(=O)n2[nH]1	-11	-2	1.1	0.1	6	-2	2	0.98	0
COc1ccc(OC)c(-c2cc(C(=O)N3CCCc4ccccc43)no2)c1	-6	-9	1.1	-1.2	8	-7	1	0.99	-1
Cc1ccc(CNC(=S)NCc2ccncc2)cc1	-8	-1	1.1	8.6	-9	-21	-8	1.1	-3
O=C(O)CCN1CCc2ccccc2C1c1ccncc1 (stereo unspecified)	-5	0	1	1.4	0	4	-1	1	1
C=CCc1ccccc1Oc1cc(F)nc(N)n1	15	0	0.85	1.4	-2	-4	4	0.96	-2
CC(C)c1ccc(NC(=O)C2CCN(C(=O)[C@@H]3Cc4ccccc4CN3)CC2)cc1	-28	1	1.3	1.7	-5	-4	-17	1.2	-6

The listing continues:
SMILES	hIAP inh	NR3A LBD binder	hIAP act	MPTP block	A3A deaminase	A3G deaminase	mIAP inh	mIAP act	MIN6 prolif
COc1ccc(C(=O)Nc2nnc(SCC(=O)NCC3CCCO3)s2)cc1OC (stereo unspecified)	20	1	0.8	-1.7	-1	-7	5	0.95	-1
CC1CN(C)C(C)C/C1=N\Oc1ccc([N+](=O)[O-])cc1 (stereo unspecified)	1	0	0.99	0.9	-3	-5	6	0.94	5
Cc1cc(Br)ccc1OCC(=O)N1CCCCCC1	3	0	0.97	0.7	0	-1	5	0.95	-4
O=C(CN1CCCCC1)N/N=C/c1ccccc1OCc1ccccc1	-10	-14	1.1	2.2	0	-4	7	0.93	-3
COC(=O)c1[nH]c2cc(C)ccc2c1NC(=O)CN1CCN(c2ccccc2OC)CC1	-14	-1	1.1	-0.9	2	2	-6	1.1	2
COc1ccc(CN2CCN(Cc3cc(=O)oc4cc(C)ccc34)CC2)c(OC)c1OC	1	-1	0.99	-0.2	-3	-6	10	0.9	-2
CCN(CC(=O)NCc1ccc(F)cc1)C(=O)C1CCN(S(=O)(=O)c2ccc(C(C)C)cc2)CC1	13	0	0.87	-0.7	-1	-5	-12	1.1	-4
CC(C)c1ccc(NC2CCCN(C(=O)c3ccoc3)C2)cc1 (stereo unspecified)	13	1	0.87	0.3	-6	0	3	0.97	-5
COC(=O)Cc1cc(=O)[nH]c(/N=C(\N)Nc2cccc(C)c2)n1	-8	-1	1.1	0.0	2	-7	5	0.95	-4
CCc1cc(C)c(O)c(CC)n1	13	0	0.87	-5.9	-2	-2	-1	1	-1
COc1cc(C#N)c(NS(=O)(=O)c2ccc3[nH]c(=O)sc3c2)cc1OC	-48	-5	1.5	-0.2	-4	-6	6	0.94	-1

Twelve consecutive records from above, for reference:
SMILES	hIAP inh	NR3A LBD binder	hIAP act	MPTP block	A3A deaminase	A3G deaminase	mIAP inh	mIAP act	MIN6 prolif
CC(C)c1ccc(NC(=O)C2CCN(C(=O)[C@@H]3Cc4ccccc4CN3)CC2)cc1	-28	1	1.3	1.7	-5	-4	-17	1.2	-6
COc1ccc(C(=O)Nc2nnc(SCC(=O)NCC3CCCO3)s2)cc1OC (stereo unspecified)	20	1	0.8	-1.7	-1	-7	5	0.95	-1
CC1CN(C)C(C)C/C1=N\Oc1ccc([N+](=O)[O-])cc1 (stereo unspecified)	1	0	0.99	0.9	-3	-5	6	0.94	5
Cc1cc(Br)ccc1OCC(=O)N1CCCCCC1	3	0	0.97	0.7	0	-1	5	0.95	-4
O=C(CN1CCCCC1)N/N=C/c1ccccc1OCc1ccccc1	-10	-14	1.1	2.2	0	-4	7	0.93	-3
COC(=O)c1[nH]c2cc(C)ccc2c1NC(=O)CN1CCN(c2ccccc2OC)CC1	-14	-1	1.1	-0.9	2	2	-6	1.1	2
COc1ccc(CN2CCN(Cc3cc(=O)oc4cc(C)ccc34)CC2)c(OC)c1OC	1	-1	0.99	-0.2	-3	-6	10	0.9	-2
CCN(CC(=O)NCc1ccc(F)cc1)C(=O)C1CCN(S(=O)(=O)c2ccc(C(C)C)cc2)CC1	13	0	0.87	-0.7	-1	-5	-12	1.1	-4
CC(C)c1ccc(NC2CCCN(C(=O)c3ccoc3)C2)cc1 (stereo unspecified)	13	1	0.87	0.3	-6	0	3	0.97	-5
COC(=O)Cc1cc(=O)[nH]c(/N=C(\N)Nc2cccc(C)c2)n1	-8	-1	1.1	0.0	2	-7	5	0.95	-4
CCc1cc(C)c(O)c(CC)n1	13	0	0.87	-5.9	-2	-2	-1	1	-1
COc1cc(C#N)c(NS(=O)(=O)c2ccc3[nH]c(=O)sc3c2)cc1OC	-48	-5	1.5	-0.2	-4	-6	6	0.94	-1
